# Screening results: PubChem, National Center for Advancing Translational Sciences (NCATS)
# HTT cytoprotect – protects HTT-Q103 PC12 cells, measured by ATP. PC12 HTT-Q103 induced, cytoprotection, ATP luminescence, 40 h. Potency, µM (series often up to 56.4 µM), for the others: cytoprotection (ATP increase), hits mostly activators. actives 0.14% (n = 230,000);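 further: % of control where 0% means no effect; nearly all actives have a fitted effect of over 45% in size; toxic huntingtin expression switched on by the ecdysone agonist tebufenozide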
#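 Compounds added alongside 100 nM tebufenozide, which induces toxic Q103 huntingtin exon 1-GFP in stable PC12 cells; surviving cells quantified by luminescent ATP measurement. Medium: phenol red-free DMEM, 5% equine and 5% calf serum.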
# ALDH1A1 inh – ALDH1A1 (human) enzyme inhibition; Purified ALDH1A1, NADH fluorescence, propionaldehyde substrate; Potency, µM (titrated, usually from 75.3 µM), inactives show at the highest dose activity, negative = inhibition, actives largely listed as inhibitors; actives 7.3% (n = 220,000); active means well fitted inhibition curve with a large enough effect, not every such curve was filed as active; inconclusive means small, poorly fitted or top-dose-only effect, or another doubt; inactive means no such curve, though single readings can be large or run the other way;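 further: plate controls were no enzyme wells and a reference inhibitor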
# Target sequence (P00352 whole entry, looked up): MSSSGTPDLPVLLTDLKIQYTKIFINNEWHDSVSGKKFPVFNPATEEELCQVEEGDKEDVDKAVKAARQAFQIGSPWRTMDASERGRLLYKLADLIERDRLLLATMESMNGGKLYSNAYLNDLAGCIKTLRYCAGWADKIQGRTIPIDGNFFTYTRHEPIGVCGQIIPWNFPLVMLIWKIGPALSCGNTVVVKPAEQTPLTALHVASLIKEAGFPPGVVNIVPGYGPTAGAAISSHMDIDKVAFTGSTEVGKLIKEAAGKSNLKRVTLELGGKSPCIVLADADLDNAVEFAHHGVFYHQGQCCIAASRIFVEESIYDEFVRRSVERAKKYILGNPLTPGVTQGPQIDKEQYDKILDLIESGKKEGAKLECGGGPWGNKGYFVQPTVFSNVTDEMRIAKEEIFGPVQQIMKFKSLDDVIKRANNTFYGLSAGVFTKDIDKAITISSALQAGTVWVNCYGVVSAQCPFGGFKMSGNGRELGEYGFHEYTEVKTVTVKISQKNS
# SMN2 splice up – SMN2 splice variant enhancement | actives 2.8% (n = 210,000) | AID 1458 | HEK293 SMN2-luciferase splicing reporter, luminescence, 30-36 h | Potency, µM (highest dose often 46.1 µM), inactives show top-dose activity change, positive = activation, actives largely listed as activators; further: % of control where 0% means no effect; nearly all actives have a fitted effect of over 55% in size
#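 HEK293 cells carry an SMN2 […]–luciferase reporter in which exon 7 inclusion puts luciferase in frame. Cells were plated 10-12 h before compound addition, then incubated 30-36 h at 37C. ONE-Glo luminescence was read; sodium butyrate at 4.5 mM final served as control.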
# * = called active by the depositor; ? = inconclusive; / = not tested or not shown; & = joins results of further samples; [ ] = dose if it differs, or a comment. Unless noted, the call rests on the fitted dose curve; in most records, active means well fitted activation curve with a large enough effect; inconclusive means small, poorly fitted or top-dose-only effect; inactive means no such curve, though single readings can be large or run the other way. Potency means the concentration at half of the fitted maximal effect. Not all compounds are listed. The share of hits here may be higher or lower than overall.
SMILES,HTT cytoprotect,ALDH1A1 inh,SMN2 splice up
CCN(CC)CCCNC(=O)c1ccc(Cc2nc3ccccc3[nH]2)cc1,/,0%,/
CCN(CC)CCNC(=O)c1ccc(Cc2nc3ccccc3[nH]2)cc1,/,11%,/
Cc1ccc(C)c(NS(=O)(=O)c2cc(C(=O)O)ccc2Cl)c1,/,-4%,/
CC(C)N(CCNC(=O)c1ccc(Cc2nc3ccccc3[nH]2)cc1)C(C)C,/,?,/
CCn1c(=O)c2c3c(sc2n2c(SCc4ccc(F)cc4)nnc12)CCCC3,/,16%,/
CC1CCCCN1CCCNC(=O)c1ccc(-n2c(=O)c(=O)[nH]c3ccccc32)cc1 (stereo not drawn),/,2%,/
N#Cc1ccc(CSc2nc(-c3cccs3)c3c(c2C(=O)O)CCCC3)cc1,/,?,/
CCCCNC(=O)c1ccc(Cc2nc3ccccc3[nH]2)cc1,/,-3%,/
O=S(=O)(Nc1ccc(Cl)cc1Cl)c1cc(Cl)ccc1Cl,/,2%,/
O=C(NCCCCN1CCCC1)c1ccc(Cc2nc3ccccc3[nH]2)cc1,/,-15%,/
CN(C)CCCNC(=O)c1ccc(Cc2nc3ccccc3[nH]2)cc1,/,2%,/
O=C(c1ccc(Cc2nc3ccccc3[nH]2)cc1)N1CCCCC1,/,-7%,/
CCc1ccc(NS(=O)(=O)c2ccc(Cl)cc2OC)cc1,/,1%,/
c1ccc(-n2ncc3c2ncn2c(CSc4nc5ccccc5s4)nnc32)cc1,/,-5%,/
Cc1cc(C)c(C)c(S(=O)(=O)NCCC(=O)O)c1C,/,11%,/
O=C(O)c1ccccc1NS(=O)(=O)c1ccc(Cl)c(Cl)c1,/,3%,/
C=CCn1c(C)nc2c(c1=O)c1nc3ccccc3nc1n2-c1ccc(C)cc1,/,9%,/
C=C(C)CSC1=C(C#N)C(c2ccccc2)CC(=O)N1 (stereo not drawn),/,6.3µM*,/
COc1ccc(-c2cc(C(=O)N/N=C/c3ccc(OC)c(OC)c3)[nH]n2)cc1,/,?,/
O=C(O)c1ccccc1NS(=O)(=O)c1ccccc1F,/,2%,/
Cc1ccc(S(=O)(=O)N(CC(=O)O)c2ccc(Cl)cc2)cc1,/,3%,/
Cc1cc(S(=O)(=O)Nc2ccccc2C(=O)O)ccc1F,/,?,/
O=C(O)c1cc(NS(=O)(=O)c2ccc3ccccc3c2)ccc1O,/,?,/
CCC(=O)N1CCN(CCN=Cc2c(O)n(C3CCCCC3)c(=O)n(C3CCCCC3)c2=O)CC1,/,-12%,/
CC1(C)CC(=O)C(C=NCC2CCN(C(=O)Nc3ccccc3)CC2)=C(O)C1,/,?,/
CCN(c1cccc(C)c1)S(=O)(=O)c1ccc(O)c(C(=O)O)c1,/,?,/
Oc1ccccc1-c1nc(/C=C/c2ccccc2Cl)no1,/,/,-2%
Cc1nnc(SCCn2c(N(C)Cc3ccccc3)nc3c2c(=O)n(C)c(=O)n3C)s1,-8%[0.074 µM],/,/
COc1nc(-c2ccc(Cl)cc2)ccc1-c1noc(-c2ccncc2)n1,1%[0.074 µM],/,/
Cc1onc(-c2ccccc2Cl)c1C(=O)NCCn1c(C)cc2ccccc21,-8%,/,/
Cc1cc(C)c(C(=O)CN2C(=O)CCC2=O)cc1C,-4%[10 µM],/,/
CSc1ncnc2nc[nH]c12,-21%,/,/
Cc1cc(C)c2nc3c(c([C@H](O)[C@@H]4CCCCN4)c2c1)CC/C3=C/c1ccc(Cl)cc1,-21%[10 µM],/,/
CCOc1ccc(C2/C(=C(/O)c3ccccc3)C(=O)C(=O)N2CCCN(C)C)cc1OC (stereo not drawn),3%,/,/
C=CCOC(=O)c1sc(N2C(=O)c3oc4ccccc4c(=O)c3C2c2ccco2)nc1C (stereo not drawn),-15%,/,/
CC1=C(C#N)c2nc(N)c(C#N)c(C)c2/C1=C\c1ccccc1,9%[10 µM],/,/
c1csc(Cc2nc(-c3ccc(-n4cccc4)cc3)no2)c1,-1%,/,/
c1cc(-c2nc3ccccc3o2)nc(-c2nc3ccccc3o2)c1,-4%[10 µM],/,/
Cc1nc2cc(-c3cccc(F)c3)nn2c(N2CCOCC2)c1C,-25%[10 µM],/,/
c1ccc(-c2cn3nc(-c4ccccc4)sc3n2)cc1,-57%[inhibitor],/,/
CCOC(=O)C1=C(N)n2c(s/c(=C\c3cccnc3)c2=O)=C(C#N)C1c1cccnc1 (stereo not drawn),-13%[0.074 µM],/,/
CN(CC(=O)Nc1ccccc1Cl)C(=O)COC(=O)CNC(=O)c1ccc(Br)o1,4%[10 µM],/,/
CCOc1ccc(/C(O)=C2\C(=O)C(=O)N(CCN(C)C)C2c2cc(OC)ccc2OC)cc1Cl (stereo not drawn),-8%,/,/
Cc1nnc2sc(-c3ccc(NC(=O)c4ccc(-c5ccc(Br)cc5)o4)cc3)nn12,-7%[0.074 µM],/,/
CC(C)[C@@H]1NC(=O)[C@H](CCCCN)NC(=O)[C@H](Cc2c[nH]c3ccccc23)NC(=O)[C@H](Cc2ccc(O)cc2)NC(=O)[C@H](C)N(C)C(=O)[C@H](Cc2ccccc2)NC1=O,-12%[1.9 µM],/,/
O=C(Cc1ccccc1)NCc1nc2ccccc2[nH]1,5%[10 µM],/,/
COc1ccc(-n2c3c(cc(C(=O)Nc4ccc5c(c4)C(=O)NC5=O)c2=O)C(=O)CCC3)cc1,0%,/,/
O=C(O)C1CCCN1S(=O)(=O)c1cccc2cccnc12 (stereo not drawn),1%,/,/
N[C@@H](C(=O)O)[C@@H]1C[C@H]1C(=O)O,3%[1.9 µM],/,/
Cc1ccc2c(c1)N(CC(=O)NCC1COc3ccccc3O1)C(=O)CO2 (stereo not drawn),-3%,/,/
O=C(C1=C(O)C(=O)N(CCN2CCOCC2)C1c1ccccc1)c1cccs1 (stereo not drawn),-21%,/,/
Cc1ccc(NC(=O)c2cnc3scc(C)n3c2=O)c(C)c1,-5%,/,/
COc1ccc(NC(=O)N(CCCN2CCOCC2)Cc2cccnc2)c(OC)c1,-5%,/,/
Nc1ccn([C@H]2CC[C@H](CO)O2)c(=O)n1,?,/,/
CC(=O)c1sc(N2C(=O)c3oc4ccccc4c(=O)c3C2c2ccc(C)o2)nc1C (stereo not drawn),-10%,/,/
Nc1nc(N)c2nc(CNc3ccc(C(=O)N[C@H](CCC(=O)O)C(=O)O)cc3)cnc2n1,-21%[1.9 µM],/,/
c1cncc(-c2nnc(SCCSc3nnc(-c4cccnc4)o3)o2)c1,-22%[10 µM],/,/
CC(=O)Oc1ccc(/C=C\C(=O)C[C@@H]2O[C@@H](Oc3cc(OC(C)=O)c4c(c3)O[C@@H](c3ccc(OC(C)=O)cc3)CC4=O)[C@H](OC(C)=O)[C@H](OC(C)=O)[C@@H]2OC(C)=O)cc1,?,/,/
CCn1c(SCC(=O)N2c3ccccc3CCc3ccccc32)nc2c1c(=O)n(C)c(=O)n2C,-12%[10 µM],/,/
CCOC(=O)c1c(NC(=O)c2csc(C)c2)sc(C(C)=O)c1C,0%[0.074 µM],/,/

# Continued:
SMILES,HTT cytoprotect,ALDH1A1 inh,SMN2 splice up
CN1CCN(C(=O)c2cc(-c3ccc(O)cc3)on2)CC1,-16%,/,/
COc1cc(-c2nnc3sc(Cc4ccc(Cl)cc4)nn23)cc(OC)c1OC,-42%[inhibitor][0.074 µM],/,/
CN1CCN([C@@H]2Cc3ccccc3Sc3ccc(Cl)cc32)CC1,7%[1.9 µM],/,/
O=c1[nH]c(=O)n([C@H]2C[C@H](O)[C@H](CO)O2)cc1Br,13%[1.9 µM],/,/
O[C@@H](c1cc([C@@]23C[C@H]4CC[C@@H]2C[C@H](C4)C3)nc2c(Cl)cc(Cl)cc12)[C@@H]1CCCCN1,2%[10 µM],/,/
COCc1cc(=O)[nH]c(Nc2nc(C)c3ccc(C)cc3n2)n1,-11%[10 µM],/,/
OC[C@@H]1O[C@@H](n2cnc3c(NC4CCCC4)ncnc32)[C@@H](O)[C@H]1O,-9%[1.9 µM],/,/
CC(C)c1nnc(NC(=O)c2c(O)c3cccc4c3n(c2=O)CC4)s1,3%[10 µM],/,/
CCOC(=O)C1=C(c2ccccc2)N2CCN=C2S1,5%[10 µM],/,/
Cn1c(=O)c2c(SCc3ccccn3)nc(-c3ccccc3)nc2n(C)c1=O,2%,/,/
COc1ccc2cc(C(c3nnnn3C3CCCCC3)N3CCCCCC3)c3nnnn3c2c1 (stereo not drawn),-16%[10 µM],/,/
C[C@@H](CN1CCC(Cc2ccccc2)CC1)[C@H](O)c1ccc(O)cc1,-4%[1.9 µM],/,/
CN(C)CCCN1C(=O)C(=O)/C(=C(/O)c2ccc3c(c2)OCO3)C1c1ccco1 (stereo not drawn),-8%,/,/
CCCn1c(=O)n(C)c(=O)c2c(SCc3cc(C(C)=O)ccc3OCC)nc(C3CC3)nc21,-9%[0.074 µM],/,/
COc1ccc(CNC(=O)c2cc(-c3cccc(OC)c3)on2)cc1,-10%,/,/
NC(=O)Cn1c(S(=O)(=O)Cc2ccccc2)nc2ccccc21,?,/,/
Cc1nc2ncnn2c(Nc2ccc3c(c2)OCCO3)c1C,-8%[10 µM],/,/
O=C(/C=C\c1ccc(O)c(O)c1)O[C@H]1C[C@@](O)(C(=O)O)C[C@H](O)[C@@H]1O,-12%,/,/
COc1ccc(-n2c(=O)c3c4c(sc3n3c(C)nnc23)COC(C(C)C)C4)cc1 (stereo not drawn),-12%,/,/
CC1(C)CCC(NC(=O)[C@H](N)CCC(=O)O)CC1,-8%[1.9 µM],/,/
COc1ccccc1C1c2c(oc3ccc(Cl)cc3c2=O)C(=O)N1c1cc(C)on1 (stereo not drawn),-5%[0.074 µM],/,/
CC(=O)OC(C)(C)N=Nc1ccc(Br)cc1,1%[10 µM],/,/
C[C@H]1CN(S(=O)(=O)c2cccc3cnccc23)CCN1,10%[1.9 µM],/,/
COc1cc(/C=C\C(=O)N2CCCCC2=O)cc(OC)c1OC,-80%[inhibitor],/,/
COc1ccccc1N1CCN(CC(=O)Nc2cc(C)nn2-c2nc(C)cc(C)n2)CC1,-47%[inhibitor][10 µM],/,/
CSC1=NCCN1C(=O)C(C)(C)Oc1ccc(Cl)cc1,15%,/,/
Cc1nnc(SCCn2c(N3CCN(c4ccccc4)CC3)nc3c2c(=O)n(C)c(=O)n3C)s1,14%,/,/
COc1ccc(-n2nc3c(c2NC(=O)c2cc4ccccc4oc2=O)CS(=O)(=O)C3)cc1,-10%[0.074 µM],/,/
CCOc1ncccc1C(=O)OCc1cc(=O)n2c(n1)sc1ccccc12,6%[10 µM],/,/
COc1ccc(NC(=O)N(Cc2ccc(C)cc2)Cc2ccccn2)c(OC)c1,-5%,/,/
CC(C)(C)[C@@]1(O)CCN2C[C@@H]3c4ccccc4CCc4cccc(c43)[C@@H]2C1,0%&7%[1.9 µM],/,/
CCCN(Cc1cc2cccc(C)c2[nH]c1=O)C(=O)c1cccc(OC)c1,-16%[0.074 µM],/,/

# Grouped by structure: those above containing an NH in an aromatic ring.
SMILES,HTT cytoprotect,ALDH1A1 inh,SMN2 splice up
CCN(CC)CCCNC(=O)c1ccc(Cc2nc3ccccc3[nH]2)cc1,/,0%,/
CCN(CC)CCNC(=O)c1ccc(Cc2nc3ccccc3[nH]2)cc1,/,11%,/
CC(C)N(CCNC(=O)c1ccc(Cc2nc3ccccc3[nH]2)cc1)C(C)C,/,?,/
CC1CCCCN1CCCNC(=O)c1ccc(-n2c(=O)c(=O)[nH]c3ccccc32)cc1 (stereo not drawn),/,2%,/
CCCCNC(=O)c1ccc(Cc2nc3ccccc3[nH]2)cc1,/,-3%,/
O=C(NCCCCN1CCCC1)c1ccc(Cc2nc3ccccc3[nH]2)cc1,/,-15%,/
CN(C)CCCNC(=O)c1ccc(Cc2nc3ccccc3[nH]2)cc1,/,2%,/
O=C(c1ccc(Cc2nc3ccccc3[nH]2)cc1)N1CCCCC1,/,-7%,/
COc1ccc(-c2cc(C(=O)N/N=C/c3ccc(OC)c(OC)c3)[nH]n2)cc1,/,?,/
CSc1ncnc2nc[nH]c12,-21%,/,/
CC(C)[C@@H]1NC(=O)[C@H](CCCCN)NC(=O)[C@H](Cc2c[nH]c3ccccc23)NC(=O)[C@H](Cc2ccc(O)cc2)NC(=O)[C@H](C)N(C)C(=O)[C@H](Cc2ccccc2)NC1=O,-12%[1.9 µM],/,/
O=C(Cc1ccccc1)NCc1nc2ccccc2[nH]1,5%[10 µM],/,/
O=c1[nH]c(=O)n([C@H]2C[C@H](O)[C@H](CO)O2)cc1Br,13%[1.9 µM],/,/
COCc1cc(=O)[nH]c(Nc2nc(C)c3ccc(C)cc3n2)n1,-11%[10 µM],/,/
CCCN(Cc1cc2cccc(C)c2[nH]c1=O)C(=O)c1cccc(OC)c1,-16%[0.074 µM],/,/
